Assay outcomes (PubChem BioAssay)
M1 antag: human CHRM1 antagonism. AID 588852. CHO-K1 hM1, Fluo-8 calcium fluorescence, ACh EC80 antagonist. inhibition, % at 3 µM. P11229. 360,000 compounds, 1.3% hits;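 active means percent inhibition above its own plate's cutoff, namely the mean of that plate's compound wells plus 3 SD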;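 further: peak over basal fluorescence ratio during 140 s after agonist addition; 0% = ACh EC80 plus DMSO and 100% = DMSO alone without agonist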
M5 PAM: CHRM5 positive allosteric modulation. P08912. CHO-K1 hM5, Fluo-8 calcium, ACh EC20 PAM; 0% = ACh EC20, 100% = ACh EC100. activation, % at 3 µM. 360,000 compounds, 0.3% hits. AID 624038;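 active means activation above the run cutoff, the mean activation of all test compounds plus 3 SD, cut at about 18% in these data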
Target sequence (P08912 whole entry, looked up): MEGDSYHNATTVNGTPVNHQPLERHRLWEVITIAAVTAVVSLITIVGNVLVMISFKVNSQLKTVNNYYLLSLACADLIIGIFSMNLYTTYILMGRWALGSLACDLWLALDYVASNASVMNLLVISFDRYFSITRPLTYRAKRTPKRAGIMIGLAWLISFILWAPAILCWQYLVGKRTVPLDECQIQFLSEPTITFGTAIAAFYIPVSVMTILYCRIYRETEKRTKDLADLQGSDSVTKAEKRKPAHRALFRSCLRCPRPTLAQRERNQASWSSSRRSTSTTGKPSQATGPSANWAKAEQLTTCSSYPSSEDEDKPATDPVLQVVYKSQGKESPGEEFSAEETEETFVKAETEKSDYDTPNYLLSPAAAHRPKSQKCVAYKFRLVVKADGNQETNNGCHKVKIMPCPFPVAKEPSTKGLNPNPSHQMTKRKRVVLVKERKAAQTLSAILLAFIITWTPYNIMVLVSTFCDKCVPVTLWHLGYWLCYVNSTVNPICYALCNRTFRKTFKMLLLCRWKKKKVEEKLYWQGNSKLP
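Test system: CHO-K1 hM5 cells / Doses: single-point, 3 µM nominal / Times: Post-acetylcholine fluorescence recording 140 s / Technique: Fluo-8 calcium fluorescence / Measure: Max/basal fluorescence ratio as % of EC20–EC100 ACh window / Benchmarks: low control EC20 acetylcholine (0%), high control EC100 acetylcholine (100%) / Replicates: one well per compound, no replicates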
M4 ag: CHRM4 agonism in calcium assay | CHO-K1 hM4/Gqi5, Fluo-8 calcium fluorescence; vehicle 0%, full acetylcholine response 100% | activation, % at 3 µM | AID 624127 | P08173 | 360,000 compounds, 0.14% hits;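 active means activation above the run mean over all test wells plus 3 SD, cut at about 32% in these data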;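 further: peak over basal fluorescence ratio per well then scaled between controls; 0% = DMSO wells and 100% = acetylcholine at EC100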
CHRM1 agonist: agonists of human M1 muscarinic receptor; activation, % at 3 µM; CHO-K1 hM1, Fluo-8 calcium fluorescence, agonist mode; 0% DMSO, 100% acetylcholine EC100; 360,000 compounds, 0.33% hits;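 active means activation above the run's mean compound activation plus 3 SD, cut at about 16% in these data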;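 further: peak over basal fluorescence ratio within a 140 s kinetic read after compound addition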
CHRM1 PAM: positive allosteric modulators of human M1 muscarinic receptor. CHO-K1 hM1, Fluo-8 calcium fluorescence, ACh EC20; 0% = ACh EC20, 100% = maximal ACh. activation, % at 3 µM. 360,000 compounds, 0.088% hits. AID 588819; in the data active means activation above about 19%, passing the limit was not always enough
M5 antag: CHRM5 antagonism in calcium assay. P08912. CHO-hM5 cells, Fluo-8 calcium fluorescence, ACh EC80. inhibition, % at 3 µM. 360,000 compounds, 0.59% hits. AID 624040;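 active means inhibition above a per-plate cutoff, the mean of that plate's test compounds plus 3 SD, cut at about 27% in these data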;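 further: 0% = acetylcholine EC80 with DMSO and 100% = DMSO without agonist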
M5 ag: CHRM5 agonism in calcium assay; P08912; CHO-K1 hM5 cells, Fluo-8 calcium fluorescence; 0% DMSO wells, 100% maximal acetylcholine response; activation, % at 3 µM; 360,000 compounds, 0.19% hits;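 active means activation above the run's mean over test compounds plus 3 SD, cut at about 23% in these data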;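 further: signal is peak over basal fluorescence ratio across the kinetic read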
CHRM4 antagonist: antagonists of human muscarinic M4 receptor (CHRM4); P08173; CHO-hM4 cells, ACh EC80, Fluo-8 calcium fluorescence; inhibition, % at 3 µM; 360,000 compounds, 0.73% hits;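 active means inhibition above its plate's cutoff, the mean inhibition of sample wells plus 3 SD, cut at about 27% in these data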;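 further: 0% = acetylcholine EC80 with DMSO and 100% = DMSO without agonist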
TAAR1 ag: human TAAR1 agonism. Q96RJ0. CHO RD-HGA16 TAAR1, Fluo-8 calcium fluorescence; vehicle wells 0%, saturating PEA agonist 100%. activation, % at 3 µM. 360,000 compounds, 0.99% hits;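 active means activation above the mean activation of all test compounds in the run plus 3 SD, cut at about 38% in these data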
Target sequence (Q96RJ0 whole entry, looked up): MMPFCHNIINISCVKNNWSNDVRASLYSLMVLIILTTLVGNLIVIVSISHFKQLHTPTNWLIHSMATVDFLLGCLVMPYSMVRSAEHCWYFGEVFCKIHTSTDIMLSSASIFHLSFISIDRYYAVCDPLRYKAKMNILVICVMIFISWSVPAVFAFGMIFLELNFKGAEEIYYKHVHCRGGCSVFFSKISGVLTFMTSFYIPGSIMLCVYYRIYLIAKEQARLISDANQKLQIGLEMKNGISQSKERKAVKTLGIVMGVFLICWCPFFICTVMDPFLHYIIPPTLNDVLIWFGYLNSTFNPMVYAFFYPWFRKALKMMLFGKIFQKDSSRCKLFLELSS
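Signal – calcium-sensitive Fluo-8 signal, excitation 470-495, emission 515-575 nm · System – RD-HGA16 (CHO) cells co-expressing Gα16 and hTAAR1 · Incubation – 17-24 h seeding, 75 min 37 °C dye, 30 min RT · Compound dosing – 3 µM single concentration · Repeats – no replicates (n 1)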
Starred values were filed as active, the others as inactive. Some of the compounds tested; count on the stated rates, not on these rows.

`O=C(Nc1ccc(F)cc1)C1CCCN(S(=O)(=O)c2ccc(-n3cnnn3)cc2)C1` (stereo unspecified) gave M1 antag -8, M5 PAM -3, M4 ag 2, CHRM1 agonist -3, CHRM1 PAM 5, M5 antag 6, M5 ag -1, CHRM4 antagonist -1 and TAAR1 ag -2.
Cc1nn(CC(=O)Nc2ccc3c(c2)nc2n3CCOC2)c(=O)c2ccccc12 was read as M1 antag -10, M5 PAM -4, M4 ag 1, CHRM1 agonist -3, CHRM1 PAM 7, M5 antag 5, M5 ag 3, CHRM4 antagonist 7 and TAAR1 ag 18.
Nc1nnnn1/N=C/c1ccccc1Cl was read as M1 antag -16, M5 PAM 0, M4 ag 1, CHRM1 agonist 0, CHRM1 PAM 4, M5 antag -1, M5 ag -1, CHRM4 antagonist -2 and TAAR1 ag 1.
For CC(=O)N1CCN(c2nnnn2-c2ccccc2)CC1 the results were M1 antag -6, M5 PAM 9, M4 ag 1, CHRM1 agonist -3, CHRM1 PAM 6, M5 antag -6, M5 ag -2, CHRM4 antagonist -3 and TAAR1 ag -1.
`CC1(C)Cc2cccc(OCC(=O)NCc3ccccc3F)c2O1` gave M1 antag 29*, M5 PAM -11, M4 ag 4, CHRM1 agonist -3, CHRM1 PAM -12, M5 antag 9, M5 ag 0, CHRM4 antagonist -10 and TAAR1 ag 15.
Cc1ccsc1/C=N/Nc1nc(Cl)c(Cl)cc1Cl was read as M1 antag 12, M5 PAM -7, M4 ag -1, CHRM1 agonist -6, CHRM1 PAM -6, M5 antag 8, M5 ag -3, CHRM4 antagonist 11 and TAAR1 ag 1.
COc1ccc(OC)c(/C=N\NC(=O)CSc2nnc(CCCc3ccc(OC)c(C)c3)o2)c1 was read as M1 antag -2, M5 PAM -5, M4 ag 1, CHRM1 agonist -1, CHRM1 PAM 2, M5 antag -1, M5 ag -2, CHRM4 antagonist 6 and TAAR1 ag 2.
CC(C)(C)c1ccc(C(=O)NNC(=O)Cc2cccc3ccccc23)cc1 was read as M1 antag -4, M5 PAM -5, M4 ag 1, CHRM1 agonist -8, CHRM1 PAM 0, M5 antag 8, M5 ag -4, CHRM4 antagonist -7 and TAAR1 ag 0.
For O=C(NC1CCCC1)C(c1ccncc1)N(C(=O)c1csnn1)c1ccc(F)cc1 (stereo unspecified) the results were M1 antag -13, M5 PAM 1, M4 ag 0, CHRM1 agonist -5, CHRM1 PAM 15, M5 antag 15, M5 ag -2, CHRM4 antagonist 12 and TAAR1 ag -1.
Screening Cn1c(SCC(=O)Nc2ccc(Br)cc2)nc(O)cc1=O returned M1 antag -17, M5 PAM 3, M4 ag 0, CHRM1 agonist -1, CHRM1 PAM 15, M5 antag 7, M5 ag 1, CHRM4 antagonist 3 and TAAR1 ag 3.
Screening O=C(NCc1ccncc1)C(=O)Nc1nc(C23CC4CC(CC(C4)C2)C3)cs1 returned M1 antag 8, M5 PAM -15, M4 ag 14, CHRM1 agonist -6, CHRM1 PAM -7, M5 antag 14, M5 ag 0, CHRM4 antagonist -2 and TAAR1 ag 12.
Screening COCC(=O)N1CCC(Oc2ccc(C(=O)NC(C)c3csc(C)n3)cc2)CC1 (stereo unspecified) returned M1 antag 2, M5 PAM 5, M4 ag 1, CHRM1 agonist -2, CHRM1 PAM 1, M5 antag -17, M5 ag -1, CHRM4 antagonist -18 and TAAR1 ag 1.

Of the compounds above, these have a Cl atom:
Nc1nnnn1/N=C/c1ccccc1Cl was read as M1 antag -16, M5 PAM 0, M4 ag 1, CHRM1 agonist 0, CHRM1 PAM 4, M5 antag -1, M5 ag -1, CHRM4 antagonist -2 and TAAR1 ag 1.
Cc1ccsc1/C=N/Nc1nc(Cl)c(Cl)cc1Cl was read as M1 antag 12, M5 PAM -7, M4 ag -1, CHRM1 agonist -6, CHRM1 PAM -6, M5 antag 8, M5 ag -3, CHRM4 antagonist 11 and TAAR1 ag 1.

The list continues:
CC(CNc1ccc([N+](=O)[O-])c2cccnc12)Nc1c([N+](=O)[O-])cc(C(F)(F)F)cc1[N+](=O)[O-] (stereo unspecified) was read as M1 antag -3, M5 PAM 4, M4 ag -2, CHRM1 agonist -9, CHRM1 PAM -1, M5 antag -3, M5 ag -2, CHRM4 antagonist -2 and TAAR1 ag 12.
For CC1(C(=O)NS(=O)(=O)c2ccccc2OC(F)(F)F)CCN1C(=O)c1ccccc1 (stereo unspecified) the results were M1 antag -20, M5 PAM -1, M4 ag 0, CHRM1 agonist 3, CHRM1 PAM 18, M5 antag 1, M5 ag 0, CHRM4 antagonist -8 and TAAR1 ag 4.
For CCN(CC(=O)NCc1ccccn1)S(=O)(=O)c1cc(Cl)ccc1Cl the results were M1 antag -7, M5 PAM 2, M4 ag 3, CHRM1 agonist -3, CHRM1 PAM 6, M5 antag -2, M5 ag 2, CHRM4 antagonist -3 and TAAR1 ag 2.
COc1cccc(N2CC(O)=C(c3ccccc3)C2=N)c1 was read as M1 antag -12, M5 PAM 0, M4 ag 1, CHRM1 agonist -5, CHRM1 PAM 3, M5 antag -2, M5 ag -1, CHRM4 antagonist -19 and TAAR1 ag 11.
For CC(=O)c1sc(NC(=O)c2ccccc2F)nc1C the results were M1 antag -18, M5 PAM 2, M4 ag 3, CHRM1 agonist 0, CHRM1 PAM 10, M5 antag -7, M5 ag -2, CHRM4 antagonist -14 and TAAR1 ag 1.
`C=CCn1c(SCC(=O)c2ccc(CNC(C)=O)o2)nc2scc(C3CC3)c2c1=O` gave M1 antag 2, M5 PAM 6, M4 ag 1, CHRM1 agonist -3, CHRM1 PAM 4, M5 antag -8, M5 ag 1, CHRM4 antagonist -14 and TAAR1 ag 3.
CCOC(=O)c1sc(NC(=O)Nc2ccc(Cl)cc2)nc1C was read as M1 antag 22, M5 PAM -14, M4 ag 10, CHRM1 agonist 3, CHRM1 PAM -7, M5 antag 21, M5 ag 7, CHRM4 antagonist -2 and TAAR1 ag 26.
`COC(=O)C(C)n1cnc2c(nnn2-c2cccc(Cl)c2)c1=O` (stereo unspecified) gave M1 antag -12, M5 PAM -5, M4 ag 4, CHRM1 agonist -3, CHRM1 PAM 15, M5 antag 0, M5 ag -1, CHRM4 antagonist -32 and TAAR1 ag 1.
`CC(=O)Nc1cccc(NC(=O)CSc2nccn2Cc2ccccc2)c1` gave M1 antag -1, M5 PAM -11, M4 ag 11, CHRM1 agonist 4, CHRM1 PAM 1, M5 antag 17, M5 ag 2, CHRM4 antagonist 4 and TAAR1 ag 7.
`COc1ccc(N2CCN(C(=O)COC(=O)c3ccc(C)o3)CC2)cc1` gave M1 antag -8, M5 PAM -4, M4 ag 0, CHRM1 agonist -1, CHRM1 PAM 6, M5 antag 3, M5 ag -2, CHRM4 antagonist 3 and TAAR1 ag 0.
Screening CCN(CC)c1ccc(CN2CCCCCC2)cc1 returned M1 antag 19, M5 PAM 2, M4 ag 1, CHRM1 agonist -6, CHRM1 PAM -13, M5 antag -3, M5 ag -6, CHRM4 antagonist 9 and TAAR1 ag 12.
For CCOC(=O)N1CCN(c2nc(C)c3c(n2)CC(C)CC3=O)CC1 (stereo unspecified) the results were M1 antag -9, M5 PAM 1, M4 ag 0, CHRM1 agonist -6, CHRM1 PAM 5, M5 antag 0, M5 ag 1, CHRM4 antagonist -5 and TAAR1 ag 12.

Pulled by structure from the list above, 2 records:
For CCN(CC(=O)NCc1ccccn1)S(=O)(=O)c1cc(Cl)ccc1Cl the results were M1 antag -7, M5 PAM 2, M4 ag 3, CHRM1 agonist -3, CHRM1 PAM 6, M5 antag -2, M5 ag 2, CHRM4 antagonist -3 and TAAR1 ag 2.
For CC(=O)N1CCN(c2nnnn2-c2ccccc2)CC1 the results were M1 antag -6, M5 PAM 9, M4 ag 1, CHRM1 agonist -3, CHRM1 PAM 6, M5 antag -6, M5 ag -2, CHRM4 antagonist -3 and TAAR1 ag -1.

Next section
`COc1ccc(C(O)P(=O)(OCC(C)C)OCC(C)C)c(OC)c1` (stereo unspecified) gave M1 antag 6, M5 PAM -1, M4 ag 1, CHRM1 agonist -3, CHRM1 PAM 0, M5 antag 10, M5 ag -3, CHRM4 antagonist -1 and TAAR1 ag 3.
Screening COCc1cc(C)nc(OCC(=O)N/N=C/c2ccco2)c1C#N returned M1 antag -13, M5 PAM 3, M4 ag 0, CHRM1 agonist -9, CHRM1 PAM 8, M5 antag -1, M5 ag -5, CHRM4 antagonist -13 and TAAR1 ag 2.
Screening Cn1c(Cl)c(/C=N/OC(=O)C2CC2)c2ccccc21 returned M1 antag -10, M5 PAM 6, M4 ag 0, CHRM1 agonist -5, CHRM1 PAM 7, M5 antag 3, M5 ag -8, CHRM4 antagonist -1 and TAAR1 ag 9.
For Cc1cc(C)nc(CCNC(=O)c2cc(COc3ccc(F)cc3Cl)on2)n1 the results were M1 antag -10, M5 PAM -11, M4 ag 8, CHRM1 agonist -4, CHRM1 PAM 5, M5 antag 13, M5 ag -1, CHRM4 antagonist -2 and TAAR1 ag 10.
Screening Cc1ccc(CNC(=O)CNS(=O)(=O)c2ccc(Br)s2)cc1 returned M1 antag -11, M5 PAM 1, M4 ag 1, CHRM1 agonist -2, CHRM1 PAM 9, M5 antag 2, M5 ag -1, CHRM4 antagonist 3 and TAAR1 ag 0.
`COc1ccc(N(CC(=O)Nc2cccc(N(C)S(C)(=O)=O)c2)S(=O)(=O)c2ccc(F)cc2)cc1` gave M1 antag 5, M5 PAM -6, M4 ag 11, CHRM1 agonist -1, CHRM1 PAM -1, M5 antag 7, M5 ag 2, CHRM4 antagonist 9 and TAAR1 ag 15.
For Cc1ccc(S(=O)(=O)c2ccc(Cl)cc2)cc1S(=O)(=O)N(C)CC(=O)O the results were M1 antag -7, M5 PAM 1, M4 ag 1, CHRM1 agonist -2, CHRM1 PAM 8, M5 antag -5, M5 ag -1, CHRM4 antagonist -7 and TAAR1 ag 4.
For COc1cccc(C(=O)COc2cccc(NC(=O)c3cccc([N+](=O)[O-])c3)c2)c1 the results were M1 antag 26, M5 PAM -25, M4 ag 16, CHRM1 agonist 2, CHRM1 PAM -9, M5 antag 21, M5 ag 2, CHRM4 antagonist 18 and TAAR1 ag 17.
Cc1nnc(SCC(=O)N/N=C/c2cn(-c3ccccc3)nc2-c2ccccc2)n1-c1ccccc1 was read as M1 antag 8, M5 PAM -4, M4 ag 2, CHRM1 agonist -3, CHRM1 PAM -3, M5 antag 4, M5 ag -1, CHRM4 antagonist -1 and TAAR1 ag 6.
`Cc1ccc2nc(N3CCN(C(=O)c4ccc(F)cc4)CC3)c(C#N)cc2c1` gave M1 antag -7, M5 PAM -3, M4 ag 6, CHRM1 agonist -3, CHRM1 PAM 0, M5 antag -12, M5 ag -2, CHRM4 antagonist -13 and TAAR1 ag 3.
`CC(=O)N(c1ccccc1)c1c(F)c(F)c(F)c(F)c1F` gave M1 antag -7, M5 PAM 2, M4 ag 0, CHRM1 agonist 0, CHRM1 PAM 16, M5 antag -2, M5 ag 4, CHRM4 antagonist 10 and TAAR1 ag 11.
